LDHA inh: inhibitors of human lactate dehydrogenase A; P00338; purified LDHA, NADH/diaphorase-resazurin fluorescence; hits give low values; activity change, % (values are at about 110 or 230 µM); 0.15% of 480,000 active; AID 1347041; in the data active means activity change below about -30%;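 further: plate controls were DMSO wells for no effect and wells without enzyme for full effect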
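LDH5 2 nM; NADH 0.06 mM, pyruvate 0.2 mM; 200 mM Tris pH 7.4, EDTA, Tween-20; 5 min RT. Detection: diaphorase 0.133 mg/mL + resazurin 37 µM, fluorescence ex540/em590 at 0 and 20 min; normalized to enzyme-free and DMSO wells.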
Active calls of the source: *.

SMILES,LDHA inh
O=S(=O)(Nc1nc2ccccc2nc1Nc1ccc2c(c1)OCO2)c1cccc(Cl)c1,5
COCCNc1nc2c(c(=O)n(C)c(=O)n2C)n1Cc1cccc2ccccc12,2
Cc1cccc(NC(=O)OCc2ccccc2)c1,-6
Cc1nc(-c2ccccn2)sc1C(=O)NC1CCC(C(F)(F)F)CC1 (stereo not drawn),8
COc1ccccc1C(=O)Nc1cccc(-c2nc3ccccc3o2)c1C,7
CN1CCN(C(C(=O)O)c2cn(CC(=O)O)c3cc(Br)ccc23)CC1 (stereo not drawn),-4
Cc1cc(Cl)cc(C)c1OCC(=O)NCCc1nnc2ccccn12,-2
O=C(/C(=C\c1ccc(Br)cc1)c1nc2ccccc2o1)c1ccccc1,3
c1cncc(-c2nc(NC3CC3)c3ccccc3n2)c1,1
COC1OC(c2ccccc2)=C(c2cnc(N)nc2)c2ccc(F)cc21 (stereo not drawn),-10
COc1cc(NC(=O)CCc2c(C)c3ccc(C)cc3oc2=O)cc(OC)c1,4
CCOC(=O)C1=CCN(S(=O)(=O)c2ccc(F)cc2)C1c1ccc(Cl)c(Cl)c1 (stereo not drawn),-2
O=C(c1cc2ccccc2[nH]1)N(Cc1ccc(F)cc1)C1CC1,0
O=C(O)c1ccc(COc2ccc(Cl)cc2)s1,-15
CC(C)Cc1nc(NCCN2CCOCC2)c(C#N)c2c1CCCC2,-1
N#C/C(=C/c1cc(Br)cc(Br)c1O)c1nc2ccccc2[nH]1,24
Cc1ccc(N/N=C/c2ccc(Br)cc2)cc1Cl,-23
CC(C)(C)c1ccc(NC(=O)c2scc3c2CCCC3)cc1,6
COc1ccc(NC(=O)C(=O)NCc2ccccc2)c(OC)c1,-7
Cc1ccc(SCC(=O)c2ccc(Cl)cc2)cc1,2

6 entries from above, sorted by number of heavy atoms, lowest first.
SMILES,LDHA inh
O=C(O)c1ccc(COc2ccc(Cl)cc2)s1,-15
N#C/C(=C/c1cc(Br)cc(Br)c1O)c1nc2ccccc2[nH]1,24
O=C(c1cc2ccccc2[nH]1)N(Cc1ccc(F)cc1)C1CC1,0
CC(C)Cc1nc(NCCN2CCOCC2)c(C#N)c2c1CCCC2,-1
COc1ccccc1C(=O)Nc1cccc(-c2nc3ccccc3o2)c1C,7
COCCNc1nc2c(c(=O)n(C)c(=O)n2C)n1Cc1cccc2ccccc12,2

Other records follow.
SMILES,LDHA inh
CCC(CC)C(O)(C#Cc1ccccc1)c1ccccc1 (stereo not drawn),-2
Cn1ccc2c(C(=O)N3CCC(C(N)=O)CC3)cccc21,0
CCn1nc(C(=O)OCC(=O)N2CCCC2)c2ccccc2c1=O,-10
O=C(O)CSCc1ccc(Cl)cc1Cl,0
CNC(=S)NNC(=O)c1cccnc1,-12
CC(=O)Oc1ccc(C2C(C#N)=C(N)OC3=C2C(=O)CC(C)(C)C3)cc1 (stereo not drawn),8
COc1ccc(C(C)NC(=O)Cc2ccsc2)cc1F (stereo not drawn),1
CCCNC(=O)c1cccc2c(=O)c(C)c(-c3ccccc3)oc12,6
CC(=O)c1c(Nc2ccc(Cl)cc2)oc(C)cc1=O,12
O=C(O)Cc1ccc(N2C(=O)C(=O)/C(=C(/O)c3ccc(F)cc3)C2c2ccccc2Cl)cc1 (stereo not drawn),1
CC(Oc1cccc(Cl)c1)C(=O)NC(C)c1ccccc1 (stereo not drawn),0
Cc1ccccc1NC(=O)Cc1nnc(SCC(=O)NC23CC4CC(CC(C4)C2)C3)n1C,7
CCc1ccc2c(c1)-c1ccccc1S(=O)(=O)N2CC(=O)Nc1cccc(Cl)c1C,10
Cc1cc(SCC(=O)N(C)CCC#N)nc2c(C)cccc12,5
CCC(CC)NC(=O)COC(=O)Cc1nn(C)c(=O)c2ccccc12,0
CCOc1ccc(C(=O)/C=C/c2cccc(O)c2)cc1,8
O=C(NCCc1ccc(F)cc1)N1CCc2sccc2C1,5
CCC(C)NC(=O)[C@@H](NC(=O)N1CCn2c1nc1ccccc12)C(C)C (stereo partly drawn),-2
COc1cc(C#N)ccc1OCCOc1ccccc1C(C)=O,-7
COC(=O)C1=C(C)N(C)C(=O)NC1c1ccc(Br)o1 (stereo not drawn),-4

Random excerpt: four entries already listed
SMILES,LDHA inh
CCC(CC)NC(=O)COC(=O)Cc1nn(C)c(=O)c2ccccc12,0
CCC(CC)C(O)(C#Cc1ccccc1)c1ccccc1 (stereo not drawn),-2
CC(=O)Oc1ccc(C2C(C#N)=C(N)OC3=C2C(=O)CC(C)(C)C3)cc1 (stereo not drawn),8
O=C(O)CSCc1ccc(Cl)cc1Cl,0

Following part
SMILES,LDHA inh
CC(C)(C)C(=O)/C=c1/[nH]c(=O)/c(=C\c2ccccc2OC(F)(F)F)s1,6
CN1CCN(c2nc3ccccc3nc2C(=O)Nc2ccc(OC(F)(F)F)cc2)CC1,1
O=S(=O)(NCc1cc2cc(F)ccc2s1)c1ccc(Br)s1,1
COc1ccc(-c2cc(NC(=O)c3cccc(S(=O)(=O)NCC4CCCO4)c3)ccc2OC)cc1 (stereo not drawn),0
CCc1ccc(Cl)c(CC)c1NC(=O)C1CC2CCC(C1)C21SCCS1 (stereo not drawn),5
O=[N+]([O-])c1cccc(-n2nc(-c3ccccc3)c3cnc4ccccc4c32)c1,17
CCOC(=O)c1cnc2nc(-c3ccccc3)nn2c1C,11
O=C(NCCc1ccccc1)C1CCCN(c2ccc3nnc(C(F)(F)F)n3n2)C1 (stereo not drawn),-8
CCOc1cc(/C=C2/NC(=O)NC2=O)ccc1OCc1cccc(F)c1,0
Cc1cccnc1NC(=O)C1CC(=O)N(Cc2ccco2)C1 (stereo not drawn),-4
O=C(Nc1ccccc1Cl)c1cc(=O)c2cc(Cl)ccc2o1,0
CC(C)Oc1ccc(-c2cc(C(=O)O)c3ccccc3n2)cc1,3
Cc1ccc(NC(=O)CSc2nc(=O)[nH]c3c2CCCC3)cc1,-3
CN(Cc1ccccc1)C(=O)c1cc2c(=O)n3ccccc3nc2s1,9
COc1ccc(S(=O)(=O)N[C@@H]2C=C[C@@H](CC(=O)N3CCc4ccccc4C3)O[C@@H]2CO)cc1,2
Cn1c(C(=O)NCc2ccncc2)nc2ccccc2c1=O,20
CCn1ncc(Br)c1CNC(=O)C1CCCN(S(=O)(=O)c2cnn(C)c2C)C1 (stereo not drawn),1
Cn1c(=O)c2c(ncn2CC(=O)NC(C)(C)CC(C)(C)C)n(C)c1=O,-5
COC(=O)c1ccc(C(=O)Oc2ccc(C(C)=O)cc2)cc1,-1
COc1ccc(NC(=O)c2sc(-c3c(F)cccc3OC)nc2C)c(OC)c1,-10

More compounds follow.
Structure | LDHA inh
CNC(=O)c1ccc(OCc2coc(-c3cccc(F)c3)n2)cc1 | 1
CC(=O)c1cccc(NC(=O)CC(C)c2ccccc2)c1 (stereo not drawn) | 15
CC(NC(=O)c1cccc(C(F)(F)F)c1)C1CC2CCC1C2 (stereo not drawn) | 3
CCN(CC)S(=O)(=O)c1cc(C(=O)OCc2nc3ccccc3nc2C)ccc1C | 0
O=c1c2ccccc2nnn1CSc1nnnn1-c1cccc(Cl)c1 | 6
O=C(O)CNS(=O)(=O)c1ccc(I)cc1 | 8
CCCCCCCCCOc1ccc(C(=O)c2ccccc2)cc1 | 2
Cn1c(C(=O)NCC2CCN(CC(F)(F)F)C2)cc2ccccc21 (stereo not drawn) | 1
CC1Cc2[nH]c(=S)[nH]c(=O)c2C(c2ccc(C(C)C)cc2)O1 (stereo not drawn) | -5
CCNC(=O)NC(=O)C(C)OC(=O)c1cc(-c2ccco2)nc2ccccc12 (stereo not drawn) | -1
CC1=C2C(=O)CC(c3ccc(F)cc3)CC2=Nc2ccccc2N1 (stereo not drawn) | 3
CCN1C(=O)C(O)(CC(=O)c2ccc3c(c2)OCO3)c2ccccc21 (stereo not drawn) | -11
CC(=O)Nc1ccc(CNC2CCCC(C)C2C)cc1 (stereo not drawn) | 1
c1cn2c(NC3CCCCC3)c(-c3ccc(N4CCOCC4)cc3)nc2cn1 | 12
O=C1CCc2cc([S+](=O)([O-])Nc3ccc(N[S+](=O)([O-])c4ccc5c(c4)CCC(=O)N5)cc3)ccc2N1 | -1
CCN1CCN(c2oc(-c3cccs3)nc2C#N)CC1 | -31*
Cn1c(C(=O)NCc2ccc(F)cc2)cc2cc(Cl)ccc21 | 5
CC(C)(C)c1ccc(-c2nc(C#N)c(N3CCCCC3)o2)cc1 | 5
COC(=O)C1=C(C)N(c2cc(C)ccc2C)C(=S)NC1c1ccsc1 (stereo not drawn) | 2
Cc1oc(-c2ccccc2)nc1C(=O)NCC(=O)Nc1ccccc1Br | 4
O=C(Nc1ccc(F)cc1)c1nc2ccccc2nc1N1CCOCC1 | -3
CC(=O)Nc1c(-c2ccc(C)cc2)c(C)nn1-c1ccc(C(=O)NCc2ccco2)cc1 | -4
O=C(NCc1ccco1)c1cc2ccc(Cl)cc2[nH]1 | -7
Cc1cccc(NC(=O)CSc2nc(N3CCOCC3)c3c(c2C#N)CCCC3)c1 | -5
O=C(NCC1(c2ccccc2)CC1)c1n[nH]c(=O)c2ccccc12 | 12
Cc1oc(-c2ccccc2)nc1Cn1cccc(C(F)(F)F)c1=O | -3
Cc1ccc2[nH]c(C)c(CCN(Cc3ccccn3)C(=S)NC(C)(C)C)c2c1 | 4
O=C(NNC(=S)NC1CC2CCC1C2)C1CC1 (stereo not drawn) | 1
Cc1ccc(NC(=O)c2ccc3c(c2)CCC(=O)N3)cc1C | -4
CCCCn1c(NCc2c[nH]c3ccccc23)nc2ccccc21 | 0
CNC(=O)/C=C/c1ccc(C)cc1C | 0
O=C(Nc1ccc(F)cc1F)C12CC3CC(CC(Cl)(C3)C1)C2 | 4
CC(NC(=O)CSCc1cccs1)C1CCCO1 (stereo not drawn) | 3
COc1ccc(CNC(=O)Cc2c(C)c3c(O)cc(C)cc3oc2=O)cc1OC | 1
Clc1cc(Cl)c(N/N=C/c2ccc(Br)cc2)c(Cl)c1 | 1
CCOc1ccc(C2CCCN2C(=O)c2nn(C)c(=O)c3ccccc23)cc1 (stereo not drawn) | -4
O=C(CSc1ncnc2nc[nH]c12)NCc1ccc(Cl)cc1 | -4
Cc1cccc(Nc2nc3c(c(=O)[nH]c(=O)n3C)n2CC(=O)O)c1C | 7
Cc1cccc(NC(=O)c2ccccc2NC(=O)CSc2nnc(-c3ccncc3)n2C2CC2)c1 | -1
CCC(C)NS(=O)(=O)c1ccc(N2C(=O)CCS2(=O)=O)cc1 (stereo not drawn) | -2
COc1ccc(NC(=O)c2nc(C)n(-c3ccc(F)cc3)n2)c(OC)c1 | -3
CCOCCn1c(SCC(=O)O)nc2c1c(=O)[nH]c(=O)n2C | -7
COc1ccc(S(=O)(=O)Oc2ccc3c(c2)O/C(=C\c2cc(OC)c(OC)cc2OC)C3=O)cc1 | 3
Cc1ccc2c(COC(=O)c3n[nH]c4ccccc34)cc(=O)oc2c1C | 3
Cc1ccc(Nc2nc(NCCCc3ccccc3)nc3nccnc23)cc1 | -3
Cc1ccc(S(=O)(=O)N2CCC(C(=O)Nc3nc4c(s3)CC(c3ccccc3)CC4)CC2)cc1 (stereo not drawn) | -3
CCOc1ccc(Oc2ccc(NC(=O)c3ccc[n+]([O-])c3)cc2)cc1 | -4
CCOc1ccc(C2CCCN2Cc2coc(-c3cccc(F)c3)n2)cc1 (stereo not drawn) | 0
Cc1cc(C)c2[nH]c(C)c(CN3CCC(C)CC3)c(=O)c2c1 | 10
O=C(COC(=O)C12CC3CC(CC(Br)(C3)C1)C2)Nc1ccccc1[N+](=O)[O-] | -1
CCOc1ccc(C2CC(c3ccccc3NS(=O)(=O)c3ccccc3)=NN2C(=O)CC)cc1 (stereo not drawn) | 4
Cc1cccc(C)c1NC(=O)C(c1ccnc2ccccc12)n1c(=O)c(-c2ccco2)nc2ccccc21 (stereo not drawn) | 3
O=C(NN=C1C2CC3CC(C2)CC1C3)c1ccc(Br)cc1 | -6
Cc1cc2nc(/C(C#N)=C\c3ccc(OCc4ccc(F)cc4)cc3)[nH]c2cc1C | 5
COCCn1c(SCC(=O)Nc2cc(Cl)ccc2OC)nnc1-c1cccc(C)c1 | -1
Cc1cccc(C)c1NC(=O)C1(C)CSCC(=O)N1Cc1cccc(F)c1 (stereo not drawn) | 2
COc1cccc(C2(c3cccc(OC)c3)CC2C(=O)O)c1 (stereo not drawn) | 6
COc1ccccc1N(C)C(=O)Cc1noc2ccccc12 | 0
COc1nc2ccccc2cc1-c1noc(-c2cccs2)n1 | -8
Cc1nc(-c2cccs2)c(CC(=O)NC(C)c2cccc3ccccc23)s1 (stereo not drawn) | 0

A run of entries of the results above, for reference:
Structure | LDHA inh
COc1nc2ccccc2cc1-c1noc(-c2cccs2)n1 | -8
Cc1nc(-c2cccs2)c(CC(=O)NC(C)c2cccc3ccccc23)s1 (stereo not drawn) | 0

(list continues)
Structure | LDHA inh
COc1ccc(N2CCCCS2(=O)=O)cc1S(=O)(=O)N1CCC2(CC1)OCCO2 | -2
COc1ccc(-c2c3c(=O)n(C)c(=O)n(C)c3c3n2C(C)(C)COC3c2cccc(OC)c2)cc1 (stereo not drawn) | 7
COc1nc2ccccc2nc1N1CCC(C(=O)NCc2ccc(F)cc2)CC1 | -4
O=C(O)C(c1c[nH]c2ccc(Cl)cc12)N1CCN(Cc2ccccc2)CC1 (stereo not drawn) | -10
COc1ccc2[nH]cc(C(C(=O)O)N3CCN(Cc4cccc5ccccc45)CC3)c2c1 (stereo not drawn) | -4
CC(=O)c1ccc(NC(=O)[C@@]2(CC(=O)O)CC(c3ccc(C)cc3)=NO2)cc1 | 4
COC(=O)C1=C(c2ccccc2)c2cc(Cl)ccc2S(=O)(=O)N1CC(=O)Nc1cccc(C)c1 | 9

This is a subset, so the mix of outcomes need not match the whole.
